Screening data: PubChem, The Scripps Research Institute Molecular Screening Center
TAAR1 antag: antagonists of human TAAR1. CHO RD-HGA16 TAAR1, Fluo-8 calcium fluorescence, antagonist. AID 624466. 360,000 tested, 1.5% active. inhibition, % at 3 µM;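 active = inhibition above a per-plate cutoff, the mean inhibition of test compounds on that plate plus 3 SD, cut at about 49% in these data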;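 note: 0% = DMSO plus EC80 beta-PEA response and 100% = DMSO alone without agonist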
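Material: RD-HGA16 CHO cells with stable hTAAR1 and Gα16; Dosing: single nominal final test compound concentration of 3 µM; Schedule: seeding 17-24 h prior, 75-min 37 °C, 30-min RT dye loading; Detection: kinetic Fluo-8 calcium fluorescence measurement; Measure: % inhibition from peak post-agonist over basal fluorescence ratio; Benchmarks: vehicle and agonist controls.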
M1 ag parental: M1 agonist counterscreen hit in parental CHO-K1 cells; Fluo-8 calcium fluorescence; scaled to maximal ATP response, vehicle zero; 360,000 tested, 0.48% active; activation, % at 3 µM; AID 602248; in the data active = activation above about 15%;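 note: untransfected CHO-K1 host cells lacking M1 receptor as counterscreen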
OXTR potentiate: human OXTR potentiation; CHO-OTR cells, Fluo-8 calcium fluorescence, potentiator mode; 0% = oxytocin EC15, 100% = EC100; 320,000 tested, 0.061% active; P30559; activation, % at 3 µM;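 active = activation above that plate's cutoff, the mean activation of tested compounds plus 3 SD, cut at about 6.6% in these data, passing the limit was not always enough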;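 note: 100% uses oxytocin at 75 nM as the full agonist control; some results filed as inactive read as strong as hits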
Target sequence (P30559 whole entry, looked up): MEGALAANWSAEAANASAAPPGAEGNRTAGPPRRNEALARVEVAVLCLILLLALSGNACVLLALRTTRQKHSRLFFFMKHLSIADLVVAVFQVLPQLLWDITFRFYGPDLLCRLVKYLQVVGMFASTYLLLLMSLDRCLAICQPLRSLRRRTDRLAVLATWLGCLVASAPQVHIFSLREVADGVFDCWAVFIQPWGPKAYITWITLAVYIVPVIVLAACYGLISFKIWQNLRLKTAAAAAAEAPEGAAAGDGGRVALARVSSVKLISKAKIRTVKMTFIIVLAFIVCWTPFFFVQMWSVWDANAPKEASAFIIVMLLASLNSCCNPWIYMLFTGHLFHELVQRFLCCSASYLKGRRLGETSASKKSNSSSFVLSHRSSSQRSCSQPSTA
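Replication – single well per compound, singlicate · Assay system – CHO cell line stably expressing human OTR · Timing – 6 min pre-incubation, 100 s read · Measure – normalized max/min fluorescence ratio, % activation · Doses – 3.0 µM, one dose · Detection – Fluo-8 calcium dye fluorescence · Probe or stimulus – oxytocin near EC15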
M1 ag: activates human CHRM1 receptor; 360,000 tested, 0.33% active; P11229; CHO-K1 hM1, Fluo-8 calcium fluorescence, agonist mode; 0% DMSO, 100% acetylcholine EC100; AID 588814; activation, % at 3 µM;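 active = activation above the run's mean compound activation plus 3 SD, cut at about 16% in these data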;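 note: peak over basal fluorescence ratio within a 140 s kinetic read after compound addition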
Target sequence (P11229 whole entry, looked up): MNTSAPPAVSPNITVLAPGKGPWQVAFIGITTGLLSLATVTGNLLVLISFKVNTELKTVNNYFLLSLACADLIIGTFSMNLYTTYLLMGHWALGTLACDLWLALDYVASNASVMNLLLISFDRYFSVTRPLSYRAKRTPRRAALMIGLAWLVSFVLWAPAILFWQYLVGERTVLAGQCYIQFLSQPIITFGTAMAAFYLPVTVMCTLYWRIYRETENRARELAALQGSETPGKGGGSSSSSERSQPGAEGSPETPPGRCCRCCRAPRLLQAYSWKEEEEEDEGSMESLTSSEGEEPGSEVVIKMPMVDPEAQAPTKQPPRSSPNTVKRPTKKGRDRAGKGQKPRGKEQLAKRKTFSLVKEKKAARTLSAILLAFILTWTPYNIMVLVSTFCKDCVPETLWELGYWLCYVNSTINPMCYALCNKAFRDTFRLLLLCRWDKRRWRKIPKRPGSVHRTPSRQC
M1 PAM parental: nonselective activator or artifact in parental CHO-K1 calcium assay. ATP EC20, Fluo-8 calcium fluorescence; 0% at ATP EC20, 100% at ATP max. activation, % at 3 µM. 360,000 tested, 0.02% active;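 active = activation above the run cutoff, the mean activation of all test compounds plus 3 SD, cut at about 40% in these data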;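 note: peak over basal fluorescence ratio in a 140 s read after ATP addition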
TAAR1 ag: agonists of human TAAR1. CHO RD-HGA16 TAAR1, Fluo-8 calcium fluorescence; vehicle wells 0%, saturating PEA agonist 100%. activation, % at 3 µM. 360,000 tested, 0.99% active;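 active = activation above the mean activation of all test compounds in the run plus 3 SD, cut at about 38% in these data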
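Assay system: CHO-derived RD-HGA16 cells with stable Gα16 and human TAAR1; timing: 17-24 h seeding, 75 min 37 °C dye, 30 min RT; read-out: % activation from peak over basal fluorescence ratio, DMSO-to-PEA scaled; measured by: kinetic Fluo-8 calcium fluorescence; benchmarks: low control DMSO, high control PEA (EC100); doses: 3 µM single concentration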
CHO parental Ca: signal in parental CHO cells, OX1R antagonist counter-screen; parental CHO-K1, ATP-induced calcium, Fluo-8 fluorescence; inhibition, % at 5.6 µM; 330,000 tested, 0.63% active;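 active = inhibition above that plate's mean sample inhibition plus 3 SD, cut at about 26% in these data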;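 note: 0% = ATP-challenged DMSO wells and 100% = DMSO wells without ATP; some compounds past the cut are filed as inactive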
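Material: parental CHO cells / Compound: single nominal dose of 5.6 µM per compound / Signal: Fluo-8 fluorescence / Replicates: singlicate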
CHO-K1 Ca antag: M1 antagonist counterscreen hit in parental CHO-K1 cells | inhibition, % at 3 µM | AID 602250 | 360,000 tested, 0.6% active | ATP-induced calcium, Fluo-8 fluorescence;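 active = inhibition above a per-plate cutoff, the plate's mean sample inhibition plus 3 SD, cut at about 24% in these data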;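 note: 0% = DMSO plus EC80 ATP and 100% = DMSO alone without ATP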
M1 antag: human CHRM1 antagonism; P11229; CHO-K1 hM1, Fluo-8 calcium fluorescence, ACh EC80 antagonist; inhibition, % at 3 µM; 360,000 tested, 1.3% active; AID 588852;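 active = percent inhibition above its own plate's cutoff, namely the mean of that plate's compound wells plus 3 SD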;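 note: peak over basal fluorescence ratio during 140 s after agonist addition; 0% = ACh EC80 plus DMSO and 100% = DMSO alone without agonist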
An asterisk follows results filed as active; . = not tested or not shown. An unsorted share of the library; overall some 4.2% were active at least once.

no.	SMILES	TAAR1 antag	M1 ag parental	OXTR potentiate	M1 ag	M1 PAM parental	TAAR1 ag	CHO parental Ca	CHO-K1 Ca antag	M1 antag
1	COc1ccccc1Nc1ncc(-c2cccs2)s1	-10	0.2	-6	-1	-7	0	-13	5	-10
2	O=C(O)CCCCCNS(=O)(=O)c1ccc2c(c1)OCCO2	2	0.3	-5	-3	15	-1	-5	-17	-4
3	O=C(CSc1nnc2ccccn12)NNC(=O)c1cccc([N+](=O)[O-])c1	-13	0.6	-3	-3	0	1	-6	-7	5
4	CCC1(C)Cc2ccccc2-c2nc(NCCO)[nH]c(=O)c21 (stereo not drawn)	-5	0.1	-7	2	16	3	-1	-5	-16
5	CC1C(=O)CCN(C(C)(C)C)C1C (stereo not drawn)	10	0.1	-2	-3	12	22	-17	-7	-3
6	Cc1cccc(NS(=O)(=O)c2cc(C(=O)N3CCCCCC3)ccc2C)c1	-3	3.0	-4	-4	4	2	-14	-4	-5
7	C=CCn1c(SCC(=O)NCC2CCCO2)nnc1-c1ccncc1 (stereo not drawn)	-14	0.3	0	3	-3	0	-7	0	-5
8	Cc1nn(C(=O)Cn2ccc([N+](=O)[O-])n2)c(C)c1Cl	-10	0.3	-1	-2	-7	-1	-14	-6	-6
9	O=C(/C=C/c1ccccc1Cl)NCc1cccs1	23	1.9	-13	-4	7	4	-6	-2	-8
10	CCOC(=O)C1CCCN(c2c(N3CCC(N4CCCCC4)CC3)c(=O)c2=O)C1 (stereo not drawn)	0	-0.3	-5	-2	-6	1	-6	13	1
11	CCN(C(=O)COC(=O)CNC(=O)c1cccs1)c1c(N)n(Cc2ccccc2)c(=O)[nH]c1=O	5	0.1	.	0	-10	5	.	-7	2
12	NCCCCC(C(=O)O)N(C(=O)OCc1ccccc1)C(=O)OCc1ccccc1 (stereo not drawn)	.	0.2	.	-12	11	.	.	-9	2
13	CC(C)CC(=O)NC(NC(=S)Nc1ccccc1)C(Cl)(Cl)Cl (stereo not drawn)	-24	4.0	-9	0	-9	6	-10	-1	13
14	Cc1cnc(NC(=O)c2ccc(-c3nc4ccccc4s3)o2)s1	-3	1.7	-8	-3	-4	9	-27	3	5
15	CSCCC(NC(=O)c1ccc(Cl)cc1Cl)C(=O)N1CCCCCCC1 (stereo not drawn)	-7	0.1	.	-7	6	-3	.	-11	-14
16	CCc1ccc(-c2nnn(Cc3nn[nH]n3)n2)cc1	5	0.5	-12	-3	16	10	-6	-5	-6
17	CCOC(=O)c1c(N)sc2c(OC)c(Br)ccc12	1	-0.5	-8	-4	-5	9	-23	18	-25
18	Cc1ccc(CNc2nnnn2C)cc1	-16	2.0	-2	-5	22	7	-8	-14	-13
19	Cc1ccc(NC(=S)NCc2ccc(F)cc2)cc1	2	2.4	-8	-3	-3	6	-10	-3	-4
20	O=C(CC[C@H]1O[C@@H](n2ccc(=O)[nH]c2=O)[C@H](O)[C@@H]1O)N[C@H](Cc1ccccc1)C(=O)NCc1ccccc1	-23	-0.4	.	-2	-6	2	.	-8	-20
21	COCCNC(=O)c1c(C)cc(C)cc1C	6	-0.5	2	-3	17	0	-4	-5	0
22	CCC(=O)Oc1oc(-c2ccccc2)nc1C=Nc1ccc(C)cc1	-33	1.1	1	-3	15	1	-2	-11	-3
23	COc1ccc(C(N)=O)cc1NC(=O)CC(O)(C(F)(F)F)C(F)(F)F	11	0.1	-5	-5	19	3	0	-9	-2
24	O=C(O)[C@@H]1CCCN1S(=O)(=O)c1cccc2cccnc12	5	-0.3	-2	-1	-20	11	-12	17	5
25	Cn1nccc1C(=O)NC(=S)Nc1cc(Cl)cc(Cl)c1	4	0.0	-3	-4	-4	0	-7	3	2
26	CSc1ccc(S(=O)(=O)NCC(=O)OCC(=O)NCc2cccs2)cc1[N+](=O)[O-]	-2	1.1	-4	-4	-6	2	-3	1	0
27	Cc1nc2ccccc2c2c1CC(C)S2 (stereo not drawn)	-28	1.6	0	-4	15	3	-16	-12	-10
28	CCc1ccc(N(C(=O)c2csnn2)C(C(=O)NCc2ccccc2)c2ccco2)cc1 (stereo not drawn)	-8	0.4	-12	-5	16	2	-12	-12	5
29	Cc1nn(-c2ccccc2)c2sc(C(=O)NNC(=O)COc3cccc4ccccc34)cc12	15	0.9	-13	-4	17	4	-15	-11	2
30	COc1ccc(CC(=O)N2CCOCC2)cc1	-2	0.5	-18	-1	-5	1	-16	5	-15

Some of these compounds in order of the M1 antag value, low to high:
cpd	smiles	M1 antag
17	CCOC(=O)c1c(N)sc2c(OC)c(Br)ccc12	-25
15	CSCCC(NC(=O)c1ccc(Cl)cc1Cl)C(=O)N1CCCCCCC1 (stereo not drawn)	-14
18	Cc1ccc(CNc2nnnn2C)cc1	-13
2	O=C(O)CCCCCNS(=O)(=O)c1ccc2c(c1)OCCO2	-4
25	Cn1nccc1C(=O)NC(=S)Nc1cc(Cl)cc(Cl)c1	2

Copied from the list.
#21 in OXTR potentiate has 2
#30 in TAAR1 antag has -2

Arranged by SMILES length (ascending): some entries from above
no.	SMILES	TAAR1 antag	M1 ag parental	OXTR potentiate	M1 ag	M1 PAM parental	TAAR1 ag	CHO parental Ca	CHO-K1 Ca antag	M1 antag
27	Cc1nc2ccccc2c2c1CC(C)S2 (stereo not drawn)	-28	1.6	0	-4	15	3	-16	-12	-10
9	O=C(/C=C/c1ccccc1Cl)NCc1cccs1	23	1.9	-13	-4	7	4	-6	-2	-8
4	CCC1(C)Cc2ccccc2-c2nc(NCCO)[nH]c(=O)c21 (stereo not drawn)	-5	0.1	-7	2	16	3	-1	-5	-16

(continued)
no.	SMILES	TAAR1 antag	M1 ag parental	OXTR potentiate	M1 ag	M1 PAM parental	TAAR1 ag	CHO parental Ca	CHO-K1 Ca antag	M1 antag
31	Cc1ccc(CNC(=O)c2ccccc2NC(=O)CN2CC(C)OC(C)C2)cc1 (stereo not drawn)	40	4.7	-9	-2	12	11	-18	-12	3
32	O=C(c1cc(F)c(F)cc1Cl)N1CCN(c2ncccn2)CC1	11	-0.2	-10	1	8	6	3	-7	-19
33	CCCCSc1nc(C(=O)O)cc(=O)[nH]1	-21	0.1	2	-3	6	3	1	-14	-7
34	COc1cc(N=Nc2ccccc2C(=O)O)ccc1O	2	0.6	0	-1	-10	-1	-1	-9	1
35	O=C(Nc1cc(F)ccc1F)c1ccc2c(=O)n3c(nc2c1)CCC3	-24	0.0	.	-3	-13	4	.	12	-9
36	CCc1cc2cc(OC)ccc2nc1SCC(=O)Nc1cc(OC)c(OC)cc1C(=O)O	-13	-0.2	-12	-5	23	0	-6	-16	-6
37	O=C(NCCCn1ccnc1)c1cc(Cl)cc(Cl)c1	-1	0.2	-4	-6	-18	-1	2	1	-11
38	COc1ccc(-c2nc3c([nH]2)c(=O)n(C)c(=O)n3C)c(OC)c1	4	0.5	1	-6	19	0	4	-28	-14
39	Cc1cccc(NC(=O)CSCC(=O)N(C)Cc2c(F)cccc2Cl)c1	4	1.7	-3	-6	-11	2	-7	-1	9
40	Cc1cc(N(C)C(=O)c2ccc3c(c2)S(=O)(=O)c2cc(Cl)ccc2C3=O)c(C(F)(F)F)o1	14	-0.1	-1	-3	3	0	-14	-2	10
41	COc1ccc(C(=O)Nc2ccc(Nc3ccccc3)cc2)cc1[N+](=O)[O-]	24	4.3	-14	-2	2	5	-15	0	-9
42	Cc1c(NC(=O)CCC2CCCCC2)cc(C(=O)N2CCOCC2)cc1[N+](=O)[O-]	-10	1.3	-4	-4	12	-2	-8	-13	-9
43	Cc1c(OC(C(=O)O)c2ccccc2)ccc2c(-c3ccccc3)cc(=O)oc12 (stereo not drawn)	-14	0.2	-9	-4	2	1	7	-6	-4
44	Cc1ccc(NC(=S)N(CCN(C)C)C(C)c2ccco2)cc1Cl (stereo not drawn)	-26	3.1	-4	-2	9	8	-10	-5	-3
